# S-ASM inh: inhibitors of human secretory acid sphingomyelinase. P17405. placental ASM, HMU-PC fluorogenic substrate, 60 min. Potency, µM (titrated, usually from 57.5 µM), inactives show at the top dose activity change, negative = inhibition, usual class: inhibitors. actives 0.006% (n = 340,000). AID 504937; also: potency is read from the fitted curve at half-maximal effect
#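 Fluorogenic HMU-PC substrate (9 uM final) is turned over by placental ASM in 60 min at 37 C after a 10 min compound preincubation. Reaction ended by alkaline stop (pH 10), with fluorescence read at 386/447 nm.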
# Tb PFK block: T. brucei PFK enzyme inhibition | O15648 | T. brucei PFK, ADP-Glo luminescence | Potency, µM (titrated, usually from 57.5 µM), without a hit: at the highest dose activity, negative = inhibition, hits mostly inhibitors | actives 0.17% (n = 330,000) | AID 485367;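 also: potency is read from the fitted curve at half-maximal effect; 0% = uninhibited 1x PFK enzyme wells and -100% = no-enzyme wells; nearly all actives have a fitted effect of over 60% in size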
# Target sequence (O15648 whole entry, looked up): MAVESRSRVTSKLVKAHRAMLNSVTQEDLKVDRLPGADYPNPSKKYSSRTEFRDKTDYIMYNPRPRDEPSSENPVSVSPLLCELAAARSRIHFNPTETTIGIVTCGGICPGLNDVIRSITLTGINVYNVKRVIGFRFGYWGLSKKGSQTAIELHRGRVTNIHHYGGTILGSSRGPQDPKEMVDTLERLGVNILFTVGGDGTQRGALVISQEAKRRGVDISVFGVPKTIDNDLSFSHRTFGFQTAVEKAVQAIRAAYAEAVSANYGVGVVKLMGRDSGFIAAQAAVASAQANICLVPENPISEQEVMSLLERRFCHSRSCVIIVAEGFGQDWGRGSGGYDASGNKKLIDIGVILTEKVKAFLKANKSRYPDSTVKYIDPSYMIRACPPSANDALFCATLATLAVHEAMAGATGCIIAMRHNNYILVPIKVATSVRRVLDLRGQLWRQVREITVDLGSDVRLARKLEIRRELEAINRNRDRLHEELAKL
#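 Activity is normalized to no-enzyme wells (full inhibition) and 1.25 nM enzyme wells (no inhibition). Reaction: 0.5 mM F6P, 0.1 mM ATP, 45 min RT, ADP-Glo luminescence; concentration-response curves fitted and classed by quality.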
# PTAP TSG101 blk: blocks PTAP/TSG101 interaction to inhibit HIV-1 budding; Potency, µM (highest dose often 115 µM), for the others: at the top dose activity change, negative = inhibition, actives largely listed as inhibitors; 340,000 tested, under 10 active; Q99816; Fluorescence polarization, FITC-PTAP peptide / Tsg101 binding; active = well fitted inhibition curve with a large enough effect in the main read-out, with a control signal flat, not every such curve was filed as active; inconclusive = small, poorly fitted or top-dose-only effect, or effect the other way, or a change in a side signal; inactive = no such curve, though single readings can be large or run the other way; also: potency is read from the fitted curve at half-maximal effect; % of control where 0% means no effect
# Target sequence (Q99816 whole entry, looked up): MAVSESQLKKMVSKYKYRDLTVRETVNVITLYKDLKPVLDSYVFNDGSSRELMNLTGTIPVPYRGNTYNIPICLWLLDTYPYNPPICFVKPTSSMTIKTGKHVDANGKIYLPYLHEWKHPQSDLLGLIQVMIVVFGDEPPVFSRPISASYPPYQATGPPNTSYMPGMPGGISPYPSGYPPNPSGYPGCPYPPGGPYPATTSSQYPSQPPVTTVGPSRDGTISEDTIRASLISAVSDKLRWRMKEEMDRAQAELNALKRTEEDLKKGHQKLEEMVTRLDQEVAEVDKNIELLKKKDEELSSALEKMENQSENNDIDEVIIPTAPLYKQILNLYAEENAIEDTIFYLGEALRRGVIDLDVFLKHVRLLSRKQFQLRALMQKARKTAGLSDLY
#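 FP read-out: FITC-PTAP peptide, 50 nM final, binding Tsg101 binding domain, 10 uM final; 20 min, r.t.; 10 mM HEPES pH 7.5, 0.15 M NaCl, 0.01% Tween 20, 3 mM EDTA, 0.1 mM TCEP.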
# TSHR antag: antagonists of human thyroid stimulating hormone receptor. P16473. TSHR-expressing cells, TSH-stimulated cAMP HTRF, 2 h; hits give low values. activity change, negative = inhibition, % at 11.5 µM. actives 0.2% (n = 330,000);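 active = activity change below a set negative limit, meaning inhibition stronger than a set level, cut at about -70% in these data; inconclusive = activity change between two set negative limits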; also: % is scaled to controls: 0 for no effect and ±100 for the full control effect
#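 Freshly harvested TSHR cells receive pin-tooled compound, then EC80 TSH at 4nM final. After 2 hours at 37 deg C, antibody in lysis buffer and cAMP-d2 are added; 30 minutes at ambient temperature precede the HTRF read.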
# ELG1 repair inh: blocks ELG1-dependent DNA repair in HEK293T cells; HEK293T ELG1-luciferase reporter, luminescence, 16 h; DNA damage induced by 5-fluorouridine; Potency, µM (titrated, usually from 46.1 µM), inactives show top-dose activity change, negative = inhibition, hits mostly inhibitors; actives 2.3% (n = 330,000); AID 504467; also: potency is read from the fitted curve at half-maximal effect; % is scaled to controls: 0 for no effect and ±100 for the full control effect; nearly all actives have a fitted effect of over 55% in size
#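 5-Fluorouridine DNA damage + compound/DMSO, 2,000 cells/well, 16 h, 37 °C/5% CO2. ONE-Glo, 30 min RT, luminescence. Readout = decrease in reporter signal.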
# AT treatment: potential ataxia-telangiectasia treatments restoring KAP-1 phosphorylation; […] A-T fibroblasts, KAP-1 phosphorylation AlphaLISA; neocarzinostatin DNA damage 30 min before lysis; Potency, µM (series often up to 57.5 µM), for the others: at the highest dose activation, most hits filed as activators; actives 0.19% (n = 320,000); AID 485349; also: potency is read from the fitted curve at half-maximal effect; % of control where 0% means no effect; nearly all actives have a fitted effect of over 45% in size
#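 ATM-like activity read as KAP-1 phosphorylation via AlphaLISA donor/acceptor antibody pairs after lysis and 6 hr at 25C. Cells were ATM-null patient fibroblasts ([…], hTERT), dosed 60 min, then exposed to the DSB inducer NCS for 30 min.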
# Mito fusion act: inhibitors of mitochondrial division or activators of mitochondrial fusion | S. cerevisiae fusion-defective mutant growth rescue, CellTiterGlo 48 h | Potency, µM (highest dose often 46.1 µM), for the others: at the highest dose growth rescue (activation), actives largely listed as activators | actives 0.23% (n = 320,000) | AID 485298;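 also: potency is read from the fitted curve at half-maximal effect; % of control where 0% means no effect; nearly all actives have a fitted effect of over 45% in size; temperature-sensitive fusion mutants such as fzo1-1 at 37 °C on non-fermentable ethanol glycerol medium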
#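 Read-out: ATP-based luminescence (CellTiterGlo, 10 min ambient) reporting growth of fusion-defective ts yeast after 48 hours at 37C on glycerol/ethanol YPEG medium in the presence of compound.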
# TCR activator: activators of T cell receptors. primary human leukocytes, anti-CD3, IL-2 HTRF, 48 h. Potency, µM (top dose mostly 9.22 µM), without a hit: at the top dose activation of IL-2 secretion, actives largely listed as activators. 330,000 tested, under 10 active; also: % of control where 0% means no effect
#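 IL-2 release read by HTRF sandwich (Eu cryptate donor, d2 acceptor, 665 nm emission) after 48 hr exposure of primary human leukocytes to compound together with anti-CD3 beads in the absence of co-stimulatory signals.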
# Chronic BCR inh: chronic active BCR signaling inhibition; actives 0.05% (n = 340,000); Potency, µM (doses to about 46.1 µM), inactives show at the top dose ratio change, negative = lower green/red ratio, most hits filed as inhibitors; AID 493014; ABC-DLBCL IkBa-CBG/CBR reporter, luminescence ratio, 4 h; active = well fitted inhibition curve with a large enough effect in the signal ratio, with a control signal flat, not every such curve was filed as active; inconclusive = small, poorly fitted or top-dose-only effect, or effect the other way, or a change in a side signal; the % refers to the signal ratio;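 also: potency is read from the fitted curve at half-maximal effect; plate controls were basal doxycycline-induced cells for no effect and cells given 10 µM MG132 for full effect; MG132 reads +100%, hits lower the ratio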
#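 Compounds up to 46 uM were incubated four hours with TMD8 cells whose green CBG68 luciferase is fused to IkappaBalpha; red CBR luminescence normalised the signal, and concentration-effect curves were fitted to fusion, red and ratio data.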
# a7 integrin act: activates integrin-mediated alleviation for muscular dystrophy; alpha7betagal myoblasts, beta-gal FDG fluorescence, 48 h; actives 0.064% (n = 350,000); Potency, µM (highest dose often 38.3 µM), for the others: at the highest dose activation, actives largely listed as activators;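 also: potency is read from the fitted curve at half-maximal effect; 100% = response of the positive control SU9516; nearly all actives have a fitted effect of over 60% in size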
#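 Alpha7betagal+/- myoblasts (passage 13) were plated 16-24 hr, then exposed to compounds (1:260 dilution of DMSO stock) for 48 hours at 37C. After MPER lysis, β-galactosidase reporter activity was read as FDG fluorescence (ex 480/em 540) after 30 minutes.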
# Eya2 phos inh: blocks the phosphatase activity of human Eya2; Potency, µM (top dose mostly 76.9 µM), inactives show top-dose activity, negative = inhibition, actives largely listed as inhibitors; recombinant Eya2, OMFP fluorescence dephosphorylation (OMFP is methylfluorescein phosphate); AID 488837; O00167; actives 0.006% (n = 330,000); also: potency is read from the fitted curve at half-maximal effect; % is scaled to controls: 0 for no effect and ±100 for the full control effect
#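 Eya2 (0.2 uM) preincubated 10 min at ambient with compound, then OMFP substrate added at 50 uM; 10 min reaction in 50 mM HEPES pH 7.5, 50 mM NaCl, 5 uM MgCl2, 0.05% BSA, 1 mM DTT. Fluorescence read at Ex 485/Em 525 nm.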
# Active calls of the source: *; ? = inconclusive; . = no result given; [ ] = dose if it differs, or a comment. Unless noted, calls follow the shape of the dose curve; as a rule, active = well fitted curve in the direction sought with a large enough effect; inconclusive = small, poorly fitted or top-dose-only effect, or another doubt; inactive = no such curve, though single readings can be large; an effect the other way counts as inactive or inconclusive.
SMILES,S-ASM inh,Tb PFK block,PTAP TSG101 blk,TSHR antag,ELG1 repair inh,AT treatment,Mito fusion act,TCR activator,Chronic BCR inh,a7 integrin act,Eya2 phos inh
CC(C)C(c1nnnn1C1CCCC1)N1c2ccccc2CC1C (stereo not given),2.7%,-3.2%,-11.2%,-9.6,8.8%,-6.2%,2.1%,-0.4%,9.1%,-4.6%,-20.7%
Cc1cc(C)c(NC(=O)Nc2ccc3c(c2)OCO3)c(C)c1,-1.8%,-20.8%,-1.0%,27.9,?,-56.9%[inhibitor],-3.2%,-3.7%,0.8%,-25.6%,-10.5%
CCn1nc(C)cc1C(=O)N1CCCC(N2CCN(c3cccc(Cl)c3)CC2)C1 (stereo not given),.,1.2%,.,-12.9,-16.0%,-3.8%,-3.8%,.,0.5%,.,-6.3%
CC(C)(C)c1ccc(C(=O)Nc2ccc(C(=O)NCc3cccnc3)cc2)cc1,-12.3%,-3.6%,-1.8%,5.0,0.517µM*,-3.5%,-11.8%,4.4%,?,-74.2%[inhibitor],-2.4%
CCOC(=O)c1ccc(N2C(=O)C3CCCN3C2=S)cc1 (stereo not given),-6.3%,8.4%,-1.1%,10.5,?,-17.9%,1.7%,0.6%,0.8%,-21.4%,-24.7%
O=C(CNCCO)NC12CC3CC(CC(C3)C1)C2,-2.7%,-0.9%,-0.9%,-3.9,-2.4%,0.6%,-3.2%,-1.5%,0.4%,4.1%,9.6%
OC(COc1ccc(Cl)cc1)CSc1ccccn1 (stereo not given),-0.7%,-5.3%,-2.6%,-0.3,?,6.1%,-1.2%,.,2.0%,-15.7%,2.4%
O=C(c1nc2ccc(Cl)cn2c1CNCCc1cnccn1)N1CCCCCCC1,-0.1%,-0.5%,.,-6.2,-2.5%,2.2%,-1.7%,-3.1%,6.0%,-27.3%,-15.4%
COc1ccc(OC)c(S(=O)(=O)NC(N)=NCCc2ccccc2)c1,-0.8%,2.1%,-3.5%,6.7,-9.0%,-1.3%,5.6%,0.9%,-7.6%,-20.7%,-15.8%
CC(C)NC(=S)NCc1cccnc1,6.1%,1.2%,-1.3%,4.5,11.7%,-2.0%,-1.0%,-6.9%[46.1 µM],?,13.1%,-2.1%
COc1ccccc1/C=C/C(=O)NNC(=O)c1cccs1,-0.9%,21.5%,1.4%,13.1,?,-5.2%,3.5%,.,?,-21.8%,-12.9%
O=C1c2ccccc2C(Nc2ccc(Cl)cn2)N1Cc1ccccc1 (stereo not given),-19.4%,0.8%,0.2%,5.6,?,22.0%,19.3%,-2.7%,?,12.4%,13.6%
O=C(CCCCCNc1nc(=S)[nH]c2ccccc12)N1CCN(c2ccccn2)CC1,.,0.3%,.,-3.1,?,-3.0%,-4.2%,.,0.9%,.,11.8%
COC(=O)c1cc(OC)c(OC)cc1NCC(=O)Nc1ccc(OC)c(OC)c1,208.6%[activator],1.2%,1.3%,-10.3,?,3.4%,-3.0%,11.2%[46.1 µM],-9.3%,-30.8%[inhibitor],3.7%
Cc1ccc(CNS(=O)(=O)c2ccc(F)c(F)c2)n1C,-5.1%,1.3%,-3.1%,-0.9,11.4%,-2.5%,7.5%,1.3%,-11.7%,-22.9%,13.2%
Cc1nn(-c2ccccc2)c(Cl)c1/C=N/Nc1ccc(Cl)c(C(=O)O)c1,5.1%,3.4%,-3.5%,-24.9,?,-10.7%,-1.1%,0.9%[46.1 µM],?,0.0%,-5.5%
CCC1(CC)NC(=O)N(Cc2nc3ccccc3s2)C1=O,2.0%,-0.4%,1.4%,9.6,-13.3%,-3.7%,-8.4%,8.6%,-1.3%,14.3%,10.6%
Cn1c(NC(=O)/C=C\c2ccccc2)cc(=O)n(C)c1=O,-1.1%,-20.7%,1.9%,-5.7,?,-0.1%,3.6%,-4.9%,-9.8%,19.2%,-6.4%
CCn1ccc(C(=O)NC2=C(C#N)CCC2)n1,2.1%,0.5%,-5.2%,10.2,19.3%,-0.4%,3.7%,-3.6%,-16.5%,?,1.7%
O=S(=O)(/C=C/c1ccccc1)NC1CCCCCCC1,-1.5%,5.3%,-1.7%,-1.9,4.7%,0.1%,14.9%,0.9%[46.1 µM],-2.6%,11.3%,-4.0%
Cc1ccc(C)c(Cn2nnc3c(=O)[nH]c(C4CCCN(C(=O)C5CCCCC5)C4)nc32)c1 (stereo not given),-7.1%,2.3%,-0.3%,-9.2,-18.5%,0.6%,7.3%,4.8%,-3.9%,13.5%,?
COc1ccc(N2C(=O)CC(N3CCN(c4nc5ccccc5s4)CC3)C2=O)cc1 (stereo not given),-6.5%,-0.1%,-1.9%,3.0,-24.7%,-0.1%,4.8%,-0.6%[46.1 µM],2.7%,0.0%,-4.5%
Cc1cc(C(=O)Nc2cccc([N+](=O)[O-])c2)c(C)o1,-2.6%,1.7%,-2.3%,-1.0,1.5%,5.0%,0.7%,-7.6%[46.1 µM],1.1%,-10.0%,-3.1%
CCc1cccc(CC)c1NC(=S)NCCc1c(C)[nH]c2ccccc12,-8.5%,-1.7%,-1.3%,-0.6,?,-0.6%,-11.6%,1.9%,4.2%,-47.9%[inhibitor],-4.2%
CC(=O)NC1C(=O)N=C(SC(C)C(=O)Nc2cccc(Cl)c2)NC1=O (stereo not given),0.8%,1.8%,-0.2%,-3.8,-2.7%,7.8%,-1.5%,-0.5%,0.9%,24.1%,-0.4%
CC1=C/C(=N\NC(=S)Nc2cccnc2)CC(C)(C)C1,8.5%,-0.8%,2.7%,-6.6,?,9.4%,1.4%,7.5%,?,-73.2%[inhibitor],-3.2%
CC(C)(C)c1ccc(C(=O)NCC(=O)OCC(=O)NC(=O)NC2CCCC2)cc1,2.4%,-3.4%,-6.0%,-7.2,?,1.5%,-1.1%,0.5%,0.5%,-22.8%,-1.3%
O=C(NC1CCCC1)C1CCN(S(=O)(=O)N2CCCCC2)CC1,2.6%,-2.3%,-0.7%,57.9,-1.9%,0.0%,2.2%,-3.4%,3.2%,8.1%,2.4%
c1ccc(-c2cn(-c3ccccc3)c3ncnc(N4CCCCC4)c23)cc1,-12.0%,-3.0%,1.3%,-5.8,?,17.0%,1.6%,3.4%,15.3%,-6.5%,-3.0%
C/C(=N\Nc1ccc([N+](=O)[O-])cc1)c1cc2ccccc2o1,11.1%,0.1%,-3.9%,-11.7,14.2%,-2.0%,2.5%,-1.3%,?,-43.1%[inhibitor],-13.1%
CCNC(=O)c1ccccc1CCc1ccccc1,-1.8%,1.4%,-5.9%,24.2,-9.3%,3.4%,?,1.3%,-1.3%,1.8%,-0.9%
Cc1cc(NC(=O)C2CC(=O)N(c3cccc(C)c3C)C2)no1 (stereo not given),2.8%,-11.3%,-6.5%,-1.9,11.1%,1.2%,-4.6%,-4.1%,0.6%,30.6%,-3.1%
CCOc1ccccc1Nc1nnc(SCC(=O)NC(=O)c2cccn2C)s1,-4.2%,2.4%,-1.8%,13.9,4.0%,.,-0.3%,2.8%[46.1 µM],?,12.8%,-1.3%
COc1cccc(NC(=O)c2cc(-c3ccncc3)nc3c(C)cc(C)cc23)c1,-19.7%,0.6%,0.9%,-19.5,?,2.5%,-0.7%,-2.3%,2.2%,-10.6%,-0.2%
O=C(CCSCCC(=O)Nc1ccccc1F)Nc1ccccc1F,5.5%,-4.4%,-1.1%,8.9,6.8%,5.2%,-0.7%,1.9%[46.1 µM],-7.3%,-30.4%,-7.3%
Cc1ccc(S(=O)(=O)N2CCC3(CC2)CC(=O)c2ccccc2O3)cc1,0.7%,-13.8%,-10.0%,-10.2,4.8%,14.5%,14.8%,4.0%,0.5%,21.7%,-22.6%

# From PubChem
